PV pol inh: inhibitors of poliovirus RNA polymerase binding and polymerization. P03300. poliovirus polymerase elongation, fluorescence polarization; hits give low values. % elongation, % (compound at 16.7 µg/mL). 150,000 tested, 0.66% active. AID 588519; in the data active = % elongation below about 90%; note: some results filed as inactive read as strong as hits
Target sequence (P03300 1749-2209 limits assumed): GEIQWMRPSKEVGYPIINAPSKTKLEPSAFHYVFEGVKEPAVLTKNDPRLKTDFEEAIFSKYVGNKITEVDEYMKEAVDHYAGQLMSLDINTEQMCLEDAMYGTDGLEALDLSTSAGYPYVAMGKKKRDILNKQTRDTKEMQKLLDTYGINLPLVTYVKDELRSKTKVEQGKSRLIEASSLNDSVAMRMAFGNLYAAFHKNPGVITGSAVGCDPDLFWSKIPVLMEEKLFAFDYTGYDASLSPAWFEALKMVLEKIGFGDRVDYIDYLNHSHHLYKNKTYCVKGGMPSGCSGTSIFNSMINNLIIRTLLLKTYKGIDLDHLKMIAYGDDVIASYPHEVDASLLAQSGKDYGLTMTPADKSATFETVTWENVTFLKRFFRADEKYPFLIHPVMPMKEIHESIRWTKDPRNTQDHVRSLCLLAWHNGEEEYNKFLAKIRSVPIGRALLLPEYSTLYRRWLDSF
PV pol inh FP z-score: further read-out of PV pol inh, marked with its call; z-score; measured here: FP z-score; hits read low
Numbers without * were called inactive.

SMILES	PV pol inh	PV pol inh FP z-score
CCc1ccc(NC2SC(=O)N(c3ccccc3)C2=O)cc1 (stereo unspecified)	102	0.1
O=S(=O)(NCC1CCCO1)c1ccc2oc3ccc(S(=O)(=O)NCC4CCCO4)cc3c2c1 (stereo unspecified)	102	0
COc1ccc(OC)c(C2=NOC(C(=O)N3C(C)CCCC3C)C2)c1 (stereo unspecified)	99	0
CCCn1c2ccc(C)cc2c2nnc(SCCN3CCCCC3)nc21	102	-0.2
NC(=O)N1CC(O)CC1C(=O)Nc1ccc(Cl)c(Cl)c1 (stereo unspecified)	99	-0.2
COc1ccc(NC(=O)COc2ccccc2Cl)cc1NC(=O)c1ccco1	101	0.2
c1ccc(CCc2nc(-c3ccccc3)no2)cc1	100	-0.1
CCc1ccc2nc(N(CCN(C)C)C(=O)c3ccc(N(C)C)cc3)sc2c1	99	-0.6
CC(C1CC1)N(CC(F)(F)F)C(=O)CSc1nnc(-c2ccccc2Cl)o1 (stereo unspecified)	99	-0.2
COc1ccc(NC(=O)C2CCN(S(=O)(=O)c3ccc4[nH]c5c(c4c3)CCCCC5)CC2)cc1	101	-1.3
S=c1nn[nH]n1CCc1ccc(Cl)cc1	102	-0.1
O=C(COc1ccccc1)Nc1ccc(S(=O)(=O)N(Cc2ccccc2)c2ccccc2)cc1	110	0.3
COc1ccc(CNC(=O)Cn2c(SCC(=O)Nc3ccc(OC)cc3)nc3ccccc32)cc1	102	-0.6
Cn1cc(C(=O)c2cc(F)ccc2O)cc(C#N)c1=O	106	0.4
CCc1cc2c(=O)n(CC)c(SCC3CCCCO3)nc2s1 (stereo unspecified)	103	-0.1
CC(=O)N1N=C(c2ccc(C(C)(C)C)cc2)OC1(C)C	103	0.5
Fc1ccc(C(c2nnnn2Cc2ccccc2)N2CCSCC2)cc1 (stereo unspecified)	102	0
Cc1ccc(-c2nn3c(C)nnc3c3ccccc23)cc1S(=O)(=O)NCC(C)O (stereo unspecified)	101	-0.2
CC1=C(C(=O)Nc2ccccc2)C(c2ccccn2)n2nc(SCc3ccccc3Cl)nc2N1 (stereo unspecified)	99	-1.7
COc1ccc(N(CC(=O)N2CCN(c3ccccc3F)CC2)S(=O)(=O)c2c(C)n[nH]c2C)cc1	104	-0.1
CCN1CCc2c(sc(NC(=O)c3ccc(S(=O)(=O)N(CCOC)CCOC)cc3)c2C(N)=O)C1	101	-0.9
COc1nnc(-c2ccc(N3CCCCC3)c(NC(=O)c3ccc(C)cc3)c2)c2ccccc12	103	0
O=C(Nc1ccccc1O)c1csc2c1CCCC2	103	0.5
Nc1ccc2nc(-c3ccccc3)oc2c1	100	0
COc1ccc2c(c1)c(=O)c(S(=O)(=O)c1ccc(Cl)cc1)cn2C	104	-0.1

Reprinted from the entries so far for reference:
SMILES	PV pol inh	PV pol inh FP z-score
COc1nnc(-c2ccc(N3CCCCC3)c(NC(=O)c3ccc(C)cc3)c2)c2ccccc12	103	0
O=C(Nc1ccccc1O)c1csc2c1CCCC2	103	0.5
Nc1ccc2nc(-c3ccccc3)oc2c1	100	0
COc1ccc2c(c1)c(=O)c(S(=O)(=O)c1ccc(Cl)cc1)cn2C	104	-0.1

Another view of some results above:
| structure | PV pol inh | PV pol inh FP z-score |
| --- | --- | --- |
| CCN1CCc2c(sc(NC(=O)c3ccc(S(=O)(=O)N(CCOC)CCOC)cc3)c2C(N)=O)C1 | 101 | -0.9 |
| CCc1ccc2nc(N(CCN(C)C)C(=O)c3ccc(N(C)C)cc3)sc2c1 | 99 | -0.6 |
| Nc1ccc2nc(-c3ccccc3)oc2c1 | 100 | 0 |
| NC(=O)N1CC(O)CC1C(=O)Nc1ccc(Cl)c(Cl)c1 (stereo unspecified) | 99 | -0.2 |
| COc1ccc(OC)c(C2=NOC(C(=O)N3C(C)CCCC3C)C2)c1 (stereo unspecified) | 99 | 0 |

Following part:
SMILES	PV pol inh	PV pol inh FP z-score
COC(=O)c1ccc(Cn2cnc3c(cnn3C)c2=O)cc1	103	0.2
CC1C/C(=N\NC(=S)NC(C)C)CC(C)(C)C1 (stereo unspecified)	104	0.1
O=C(CSc1ncccn1)NCc1ccc(Cl)cc1	103	0.8
COc1ccc(C2CC(=O)c3cnc(NC(=O)c4ccccc4)nc3C2)cc1 (stereo unspecified)	99	-0.2
COc1c(C)cc(Br)cc1C(=O)NC(=S)Nc1cccc(-c2nc3ncccc3o2)c1C	98	-0.6
CCn1c(C)c(C)c2cc(C(=O)N3CCN(c4ccccc4)CC3)ccc21	115	1.8
CC(=O)N1CCc2c(sc3c2c(=O)n(-c2ccccc2C)c(=O)n3Cc2cccc(F)c2)C1	104	-0.2
Cc1ccc(-n2c(=O)c3cccnc3n2CC(=O)Nc2cccc(C)c2C)cc1	106	0
O=C(CCNS(=O)(=O)c1cccc2nsnc12)Nc1ccc(F)cc1	107	0.6
CCOC(=O)c1cc(-c2ccccc2)nn1-c1ccccc1	101	-0.4
CCN(CC)CCNC(=O)c1c(C)oc2ncnc(N3CCOCC3)c12	110	0.4
O=C1Nc2ccccc2S/C1=C\C(=O)N1CCc2ccccc2C1	101	0
CCOC(=O)CSc1nnc(-c2cccc(S(=O)(=O)N3CCCCC3)c2)n1-c1ccccc1	102	0.1
CCC1CN(C(=O)NCc2ccc(C)cc2)c2cc(Cl)ccc2O1 (stereo unspecified)	106	-0.2
Cc1cc(OCC(=O)NCC2(N3CCOCC3)CCCCC2)ccc1Cl	111	1.1
COc1ccc(Cn2c(=O)c3[nH]cnc3n(-c3cc(S(C)=O)ccc3C)c2=O)cc1 (stereo unspecified)	105	0.3
COc1cc(C2Nc3ccc4ncccc4c3C3=C2C(=O)CCC3)cc(OC)c1O (stereo unspecified)	106	0.8
CCN(CC)S(=O)(=O)c1ccc(/C=C/C(=O)OCC(=O)N2CCCCC2)cc1	91	-0.7
O=C(Cc1ccc(F)cc1)Oc1ccccc1F	104	0.1
CCN(CC(=O)Nc1ccccc1Br)C1CCCCC1	100	-0.2
CCOC(=O)N/N=C/c1cccc(Br)c1	104	0.3
CC(=O)n1c(C)cc(=O)[nH]c1=O	101	0
CC1CC(C)CN(S(=O)(=O)c2ccc(F)c(F)c2)C1 (stereo unspecified)	104	1
O=C(NC1CCCc2ccccc21)c1ccc2c(=O)n3c(nc2c1)CCCCC3 (stereo unspecified)	101	-0.4
Cc1ccc(Nc2cc(C(=O)O)c3ccccc3n2)c(C)c1	100	-0.5

Looked up above.
Result for `COc1cc(C2Nc3ccc4ncccc4c3C3=C2C(=O)CCC3)cc(OC)c1O` (stereo unspecified) in PV pol inh FP z-score: 0.8
Result for `CCOC(=O)c1cc(-c2ccccc2)nn1-c1ccccc1` in PV pol inh: 101
Result for `CC1CC(C)CN(S(=O)(=O)c2ccc(F)c(F)c2)C1` (stereo unspecified) in PV pol inh FP z-score: 1

New compounds follow
SMILES	PV pol inh	PV pol inh FP z-score
O=C(NCCc1csc2nc(-c3ccc(F)cc3)nn12)c1cccc(C(F)(F)F)c1	107	0
CCC1C(=O)NCCN1C(=O)c1ccc(C)c(I)c1 (stereo unspecified)	100	-0.4
CCC(C)NC(=O)c1ccc2c(c1)N=C(C)c1cc(Cl)ccc1S2 (stereo unspecified)	102	-0.1
Cc1cc(NC(=O)c2sc3nc(-c4ccccc4)cc(C(F)(F)F)c3c2N)no1	88	-3.5
COc1ccc(-c2ccc(CCC(=O)O)n2-c2cc(Cl)ccc2O)cc1	110	1.4
COc1ccc(NC(=O)CN2CCN(Cc3ccc(F)cc3)S2(=O)=O)cc1Cl	97	-0.9
O=c1c2oc3ccccc3c2ncn1Cc1ccccc1	99	-0.5
CCOc1cc2[nH]c(=O)n(CCCC(=O)N3CCN(c4cccc(Cl)c4)CC3)c(=O)c2cc1OCC	106	-0.1
CCOc1cc2c(cc1OCC)C1C(C(=O)NCCCN3CCN(CC)CC3)c3ccccc3C(=O)N1CC2 (stereo unspecified)	102	0.3
Cc1ccc2nc(CCCC(=O)O)[nH]c2c1	103	0.2
CSc1ncc(Cl)c(C(=O)N(Cc2ccccc2)c2ccccn2)n1	103	0.3
Cc1ccc2[nH]c(=O)c3cc(C(=O)N4CCN(c5ccccc5F)CC4)sc3c2c1	106	0.3
CCOC(=O)c1c(S(=O)(=O)N2CCCC(C(=O)Nc3ncccc3C)C2)c(C)n(C)c1C (stereo unspecified)	103	-0.6
CN1CCC(NC(=O)c2cc(Br)ccc2Cl)CC1	101	0.3
O=C(c1cccc(COCC(F)(F)C(F)F)c1)N1CCN(c2ccccc2)CC1	98	-0.8
Cc1cc(NS(=O)(=O)c2ccc(NC(=S)NCc3ccccc3)cc2)no1	101	0.2
CCc1nnc(SCc2cc(=O)n3ccsc3n2)n1C	103	0.4
Cc1ccccc1NC(=O)CCn1nc(-c2ccc(Cl)cc2)c2ccccc2c1=O	107	0.4
O=C1CCc2ccc(NC(=O)C3CC3)cc2N1	102	0
CCSC(=S)c1c(C)[nH]n(-c2ccccc2)c1=O	107	0.7
COc1ccc(OCC(=O)O)cc1	103	0
NC(=S)C(=S)N1CCOCC1	102	0.2
Cc1cc(N)n(-c2ccc(Cl)cc2)n1	103	0.1
FC(F)(F)c1[nH]nc(-c2ccccc2)c1C12CC3CC(CC(C3)C1)C2	108	0.6
CC(=O)Nc1ccc(OCc2ccc3c(c2)OCO3)cc1	103	0.6
(continued)
SMILES	PV pol inh	PV pol inh FP z-score
COC(=O)C(C(=O)Nc1ccccc1C)C1CCCCCC1 (stereo unspecified)	102	0.4
CCCN1C(=O)/C(=C/c2c(NCC)nc3ccccn3c2=O)SC1=S	90	-2.1
CN1C(=O)/C(=C/c2cn(CC(=O)NCc3ccco3)c3ccccc23)C(=O)NC1=S	101	0
CC(=O)N1CCOc2cc(S(=O)(=O)N(C)C3CCCC(C)C3C)ccc21 (stereo unspecified)	103	-0.3
O=C(Nc1c(C(=O)Nc2ccc3c(c2)OCO3)oc2ccccc12)c1ccco1	97	-1.2
COCCN1C(=O)c2[nH]nc(-c3cc(C)ccc3O)c2C1c1ccc(C(C)C)cc1 (stereo unspecified)	113	1.4
Cc1ccc(-n2c3c(cc(-c4nc(-c5ccc(Cl)cc5)cs4)c2=O)C(=O)CC(C)(C)C3)cc1C	107	0.2
NC1=NC(=O)C2(COC(c3ccccc3Cl)OC2)S1 (stereo unspecified)	100	-0.4
O=C(CSc1ncn[nH]1)NC1CCCCC1	98	-1.3
CCc1nc2ccc(C(=O)NCCc3ccccc3OC)cc2nc1CC	102	-0.7
Cc1ccc(-n2c(C)cc(/C=C(/C#N)c3ccccc3)c2C)cc1	102	0
COc1ccccc1NC(=O)COC(=O)CCC1CCCC1	97	-0.6
CCc1c(C)nc(N)n2c(SCc3ccc(C(F)(F)F)cc3)nnc12	100	-0.7
Cc1ccc2c(CC(=O)Nc3cccc(Cl)c3C)coc2c1	113	-0.2
CCc1ccc(-n2c(N3CCN(c4ccccc4)CC3)nc3ccccc3c2=O)cc1	100	-0.6
COc1cc(OC)cc(N2C(=O)N(CC(=O)c3ccc(F)cc3)c3ccccc3S2(=O)=O)c1	112	1.1
Cc1noc2c1C(c1cccnc1)C1=C(CCCC1=O)N2 (stereo unspecified)	100	-0.1
O=C(C1CCN(c2nc3ccccc3n3cccc23)CC1)N1CCN(c2ccccc2)CC1	104	1.3
CCOc1ccc(N(CC(=O)Nc2ccc(OC)cc2)S(=O)(=O)c2ccc(Cl)cc2)cc1	108	0.6
CN(/C=C/C=[N+](C)c1ccccc1)c1ccccc1	104	0.2
CCn1c(N)c(C(=O)c2cccc(S(=O)(=O)N(C)C3CCCCC3)c2)c(=O)[nH]c1=O	104	0.1
O=C(CN1CCc2ccccc2C1)NCc1ccc(F)cc1	103	0.9
OC(CN(Cc1ccccc1)Cc1ccccc1)Cn1c2ccccc2c2ccccc21 (stereo unspecified)	108	0.4
O=C(CCNS(=O)(=O)c1ccc(Cl)cc1)N1CCN(c2ccccn2)CC1	101	-0.1
O=C(c1ccc(S(=O)(=O)Nc2ccc3c(c2)OCCO3)s1)N1CCCC1	99	-0.8
Remaining list, next part.
SMILES	PV pol inh	PV pol inh FP z-score
O=C(NCc1ccccc1CN1CCCC1)c1cc(=O)[nH]c2ccccc12	105	0.2
O=C(NCc1ccco1)c1ccc2c(c1)N(Cc1ccc(Cl)cc1)C(=O)c1ccccc1S2(=O)=O	108	0.3
Oc1oc(-c2ccccc2)cc1C=Nc1ccccc1	100	0
CC(=O)Oc1ccccc1C(=O)N1CCc2ccccc21	102	-0.2
COCCNc1ncc(C(=O)OC)c2ccccc12	101	0.1
Cc1nn(CC(=O)N2CCN(c3cccc(C(F)(F)F)c3)CC2)c(=O)c2cccn12	112	0.3
COc1ccc(C2CC(=O)C3=C(C2)NC(=O)CC3c2ccc(OC)c(OC)c2)cc1OC (stereo unspecified)	102	0.2
Fc1ccc(Nc2nc3ccccc3n3cnnc23)c(F)c1	108	1.2
C#CCN(C)CCCOc1ccc(Cl)cc1Cl	100	0.1
COc1cccc(NC(=O)Cn2c(-c3nonc3N)nc3ccccc32)c1	101	-1.1
CC(c1ccc(-n2cncn2)cc1)N(C)S(=O)(=O)c1cccc(C#N)c1 (stereo unspecified)	104	0.1
Cc1cccc(NC(=O)CCN2CCC(C)CC2)c1	103	0.4
O=C(NCCCN1CCN(c2ccc(F)cc2)CC1)c1cnn(-c2ccc(F)cc2)c1-n1cccc1	104	-0.9
Cc1ccc(CN(Cc2cccn2-c2nnc(N3CCCC3=O)s2)C(=O)Nc2ccc(F)cc2)cc1	108	-0.6
O=C(Cn1cc(S(=O)(=O)Cc2ccccc2F)c2ccccc21)NCc1ccccc1Cl	109	0.6

Grouped by structure: those above with a COOH group (four)
SMILES	PV pol inh	PV pol inh FP z-score
Cc1ccc(Nc2cc(C(=O)O)c3ccccc3n2)c(C)c1	100	-0.5
COc1ccc(-c2ccc(CCC(=O)O)n2-c2cc(Cl)ccc2O)cc1	110	1.4
Cc1ccc2nc(CCCC(=O)O)[nH]c2c1	103	0.2
COc1ccc(OCC(=O)O)cc1	103	0

Source: PubChem (ICCB-Longwood Screening Facility, Harvard Medical School)

The list is partial; rates above refer to the full screens.
